# Screens from PubChem BioAssay.
# PLCb3 inh – human PLC-beta3 inhibitors, primary screen, biochemical, fluorescence | 370,000 compounds, 0.18% hits | AID 720704, 2013 | Purified PLC-beta3, fluorogenic substrate | 1-phosphatidylinositol 4,5-bisphosphate phosphodiesterase beta-3 (Homo sapiens), Q01970 | inhibition, % at 12.2 µM; in the data active means inhibition above about 11%;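 further: 0% = median of compound wells on plate and 100% = full blocker control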
# ADAM10 inh – human ADAM10 inhibitors, primary screen, biochemical, QFRET, HTS. Disintegrin and metalloproteinase domain-containing protein 10 (Homo sapiens), O14672. recombinant ADAM10, EDANS/DABCYL FRET peptide cleavage, 3 h. inhibition, % at 7 µM. 370,000 compounds, 0.62% hits. AID 720582, 2013;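 active means inhibition above a per-campaign cutoff equal to the mean of compounds falling between control-based bounds plus 3 SD, cut at about 20% in these data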;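 further: 0% = DMSO wells while the 100% control is not disclosed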
# hgDAF12 agonist – H. glycines DAF-12 receptor agonists, primary screen, cell-based, luminescence, HEK293, GAL4 fusion, UAS-luciferase | activation, % at 6.8 µM | Nuclear hormone receptor DAF-12 (Heterodera glycines), GAL4 fusion | HEK293 GAL4-hgDAF12 UAS-luciferase reporter, agonist luminescence; normalized to butyrate control | 370,000 compounds, 1.8% hits | AID 687014, 2013;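 active means activation above a cutoff set at the mean of all screened compounds plus 3 SD, cut at about 10% in these data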;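 further: 0% = DMSO wells and 100% = sodium butyrate wells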
# GAA850 FXN act – FXN promoter activators, primary screen, cell-based, luciferase luminescence, HEK293 lucGAA850. HEK293 lucGAA850 FXN promoter luciferase reporter, 24 h; percent of 10 µM SAHA response. activation, % at 6 µM. 360,000 compounds, 0.56% hits;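 active means activation above the average of all compounds screened plus 3 SD, cutoff fixed separately per campaign, cut at about 7.5% in these data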;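 further: 0% = DMSO wells and 100% = 10 µM SAHA wells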
# ssDAF-12 act – S. stercoralis DAF-12 nuclear receptor activators, primary screen, cell-based, luminescence, HEK293, GRIP1 co-expression, lit1-tk-luc. 370,000 compounds, 1% hits. HEK293 ssDAF-12/GRIP1 lit1-tk-luc reporter; % of 3 µM dafachronic acid response. activation, % at 6.8 µM. AID 652126, 2013;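 active means activation above the mean over all tested compounds plus 3 SD, cut at about 0.9% in these data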;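 further: 0% = DMSO-only wells and 100% = 3 µM delta7-dafachronic acid wells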
# PLCg1 inh – PLC-gamma1 enzyme inhibitors, primary screen, biochemical, fluorescence, purified enzyme | 1-phosphatidylinositol 4,5-bisphosphate phosphodiesterase gamma-1 (Homo sapiens), P19174 | inhibition, % at 12.2 µM | AID 720700, 2013 | 370,000 compounds, 0.84% hits | fluorogenic substrate; in the data active means inhibition above about 9.5%
# Target sequence (P19174 whole entry, looked up): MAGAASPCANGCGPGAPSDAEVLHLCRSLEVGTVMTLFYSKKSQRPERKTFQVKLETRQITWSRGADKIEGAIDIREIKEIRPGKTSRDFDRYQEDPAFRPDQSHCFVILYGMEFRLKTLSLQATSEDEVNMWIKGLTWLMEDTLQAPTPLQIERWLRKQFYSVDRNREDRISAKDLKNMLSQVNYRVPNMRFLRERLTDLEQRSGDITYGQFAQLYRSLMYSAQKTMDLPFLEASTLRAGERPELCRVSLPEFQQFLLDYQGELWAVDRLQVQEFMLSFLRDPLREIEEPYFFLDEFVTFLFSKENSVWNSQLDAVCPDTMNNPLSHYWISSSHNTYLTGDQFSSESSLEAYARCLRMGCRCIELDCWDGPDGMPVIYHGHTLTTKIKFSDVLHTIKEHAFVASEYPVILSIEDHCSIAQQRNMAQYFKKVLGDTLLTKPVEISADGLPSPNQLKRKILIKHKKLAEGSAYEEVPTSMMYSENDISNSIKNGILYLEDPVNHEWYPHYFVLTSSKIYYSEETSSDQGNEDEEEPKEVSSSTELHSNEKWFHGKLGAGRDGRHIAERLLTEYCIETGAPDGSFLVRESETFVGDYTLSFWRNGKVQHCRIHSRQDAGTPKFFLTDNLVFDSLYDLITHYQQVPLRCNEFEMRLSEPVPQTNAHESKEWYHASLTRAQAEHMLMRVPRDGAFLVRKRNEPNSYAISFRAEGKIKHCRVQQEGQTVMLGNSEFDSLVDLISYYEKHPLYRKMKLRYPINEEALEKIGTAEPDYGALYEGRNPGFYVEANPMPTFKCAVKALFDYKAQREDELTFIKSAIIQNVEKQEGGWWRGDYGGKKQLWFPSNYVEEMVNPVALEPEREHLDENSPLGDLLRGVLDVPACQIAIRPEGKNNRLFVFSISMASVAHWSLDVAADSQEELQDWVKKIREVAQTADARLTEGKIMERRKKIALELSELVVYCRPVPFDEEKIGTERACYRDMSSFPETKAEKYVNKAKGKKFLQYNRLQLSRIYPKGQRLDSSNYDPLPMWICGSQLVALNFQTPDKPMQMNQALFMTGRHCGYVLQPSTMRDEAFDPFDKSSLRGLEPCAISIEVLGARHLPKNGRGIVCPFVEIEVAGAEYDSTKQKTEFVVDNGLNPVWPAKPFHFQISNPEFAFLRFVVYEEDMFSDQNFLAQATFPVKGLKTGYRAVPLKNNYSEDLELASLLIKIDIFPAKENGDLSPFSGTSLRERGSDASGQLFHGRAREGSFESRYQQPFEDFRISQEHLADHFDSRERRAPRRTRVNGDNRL
# DAX1 inh-1 – DAX1 (NR0B1) inhibitors, primary screen, cell-based, HEK293, Gal4-DAX1, luciferase luminescence; Nuclear receptor subfamily 0 group B member 1 (Homo sapiens), P51843; HEK293 Gal4-DAX1 luciferase reporter; inhibition, % at 6.75 µM; 340,000 compounds, 0.99% hits; AID 504766, 2011;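 active means inhibition above the mean over all tested compounds plus 3 SD, cut at about 4.2% in these data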;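 further: 0% = DAX1-transfected cells with DMSO and 100% = empty-vector control cells with DMSO; inhibition shows as a rise in luminescence from relieved DAX1 repression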
# ADAM17 inh – ADAM17 inhibitors, primary screen, biochemical, QFRET; recombinant ADAM17, EDANS/DABCYL FRET peptide cleavage; AID 720648, 2013; Disintegrin and metalloproteinase domain-containing protein 17 (Homo sapiens), P78536; inhibition, % at 6.95 µM; 370,000 compounds, 0.83% hits;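 active means inhibition above the mean of compounds lying between control limits plus 3 SD, set per campaign, cut at about 8.5% in these data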;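 further: 0% = DMSO-only wells as the low control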
# hcDAF12 agonist – H. contortus DAF-12 nuclear receptor activators, primary screen, cell-based, luminescence, HEK293, lit1-tk-luc reporter; HEK293 hcDAF-12 lit1-tk-luc reporter; 0% DMSO, 100% Δ7-dafachronic acid; activation, % at 6.8 µM; 370,000 compounds, 1.4% hits;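 active means activation above the mean of all tested compounds plus 3 SD, cut at about 5.5% in these data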;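 further: 100% = response to 3 µM Δ7-dafachronic acid high control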
# DAX1 inh-2 – DAX1 (NR0B1) inhibitors on StAR promoter, primary screen, cell-based, luminescence, SF-1 (NR5A1), full-length DAX-1; HEK293T StAR-luciferase reporter, SF-1/DAX-1 repression relief; inhibition, % at 6.8 µM; 370,000 compounds, 1.1% hits; AID 652010, 2013;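 active means inhibition above the mean over all tested compounds plus 3 SD, cut at about 3.6% in these data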;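 further: 0% = DAX-1 cells with DMSO and 100% = cells lacking DAX-1 with DMSO; higher inhibition means more luminescence from relief of DAX-1 repression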
# sPLA2-III inh – human group III sPLA2 inhibitors, primary screen, biochemical, QFRET, BODIPY PC-A2 liposome substrate. QFRET BODIPY PC-A2 liposome hydrolysis, fluorescence. 370,000 compounds, 0.56% hits. inhibition, % at 12.2 µM. Group 3 secretory phospholipase A2 (Homo sapiens), Q9NZ20. AID 743126, 2013;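 active means inhibition above mean plus 3 SD of compounds lying within the high and low control bounds, cut at about 19% in these data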;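 further: 0% = median of test compound wells and 100% = no enzyme DMSO wells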
# The depositor's hits bear a star; . = not tested or not shown.
SMILES,PLCb3 inh,ADAM10 inh,hgDAF12 agonist,GAA850 FXN act,ssDAF-12 act,PLCg1 inh,DAX1 inh-1,ADAM17 inh,hcDAF12 agonist,DAX1 inh-2,sPLA2-III inh
Cn1c(CNC(=O)c2ccccc2F)nnc1SCC(=O)Nc1nnc(C2CC2)s1,-4.1,-2.5,1.5,0.1,-0.8,1.0,-1.2,1.5,-1.6,-0.1,-2.0
O=C1CC(N2CCN(c3ccccc3)CC2)C(=O)N1CCc1ccccc1 (stereo unspecified),3.9,3.9,0.2,1.0,-1.0,0.7,0.7,-1.9,-1.3,-0.7,-4.4
COc1ccc(CNn2c(-c3ccccc3F)nc3ccccc3c2=O)cc1OC,-2.5,-10.3,-4.8,0.0,-1.6,3.1,-1.1,-0.7,-3.0,-1.0,1.0
CCN=C1S/C(=C\c2ccc(O)c(OCC)c2)C(=O)N1CC,-95.6,-4.7,-2.9,2.5,-1.5,-79.7,0.9,1.5,-2.3,-1.0,-16.7
CCCCC(CC)CNC(=O)c1cccs1 (stereo unspecified),1.5,9.8,-2.7,0.3,-1.7,1.0,-0.6,0.2,-2.4,0.2,3.7
CC(C)C(=O)N(Cc1ccc2c(c1)OCO2)Cc1ccccn1,2.4,8.0,-0.6,-1.6,-0.8,2.3,-1.4,4.0,-1.3,-0.5,0.0
O=C(NCCc1ccccc1)C1(c2ccccc2)CC1(Cl)Cl (stereo unspecified),8.6,0.1,3.3,1.5,-1.1,4.1,-1.1,-0.3,-2.1,0.3,3.2
Cc1cccc(OCC(O)Cn2c(N3CCCCC3)nc3c2c(=O)n(C)c(=O)n3C)c1 (stereo unspecified),4.0,-0.4,-2.2,-0.3,-1.4,6.5,-1.4,-3.5,-1.0,0.0,1.4
Cc1ccccc1NC(=O)c1cn2c(nc3ccccc32)c(C#N)c1C,-43.0,-14.5,0.3,0.2,-1.5,-22.1,-1.1,-4.5,-1.4,-0.1,1.7
Cc1cc(C)c(S(=O)(=O)N2CCN(C(=O)c3ccc(-n4cncn4)c([N+](=O)[O-])c3)CC2)c(C)c1,-11.7,-1.3,-1.2,-1.5,-1.1,2.1,-1.3,-2.1,-1.5,-0.1,-3.8
CNC(=S)SCCOc1ccccc1,-2.0,-5.7,0.8,0.3,-0.6,2.4,1.5,0.5,0.5,-0.7,2.8
O=C(Nc1ccc2c(c1)OCCO2)C(C1CC1)N1CCN(c2ccc(C(F)(F)F)cn2)CC1 (stereo unspecified),-7.7,9.2,0.7,.,-1.6,-4.7,.,8.8*,-0.5,-0.8,-3.3
CC1CCCCC12NC(=O)N(CC(=O)NCCc1ccc(S(N)(=O)=O)cc1)C2=O (stereo unspecified),-3.2,-10.2,0.0,0.3,-1.0,4.1,0.3,-7.7,0.3,-0.1,6.8
Cc1ccc(NC(=O)COC(=O)CNC(=O)C2CCCCC2)cc1S(=O)(=O)N(C)C,-2.5,-12.6,0.1,2.0,-0.7,1.4,-0.3,-5.3,-1.3,0.0,2.4
COc1cccc(C(=O)Nc2cccc(-c3ccccc3)c2)c1,-6.6,3.8,2.5,1.7,-1.2,2.0,2.8,4.9,-2.3,-0.5,-15.5
COc1nc(N)c(S(=O)(=O)c2ccccc2C)cc1C#N,-6.6,-8.7,4.0,1.4,-1.6,-3.1,0.4,-4.9,-2.4,0.2,-6.8
O=S(=O)(NCCCN1CCOCC1)c1ccc(Cl)s1,-3.1,0.4,-0.4,0.1,-1.3,-0.6,-1.2,-2.3,0.6,0.5,-5.3
Cc1nc2ccccc2n1CC(=O)OCC(=O)Nc1ccc2c(c1)OCCO2,4.9,3.7,0.6,-0.3,-0.9,2.3,0.6,-3.1,-0.2,-1.0,1.3
Cc1ccsc1C(=O)Nc1ccccc1N1CCOCC1,-2.0,4.1,0.7,-0.4,-1.7,-0.9,-0.3,2.6,-1.2,-0.7,-4.6
Cc1c(C)c(C)c(S(=O)(=O)NCCC(=O)N2CCN(Cc3ccc(C#N)cc3)CC2)c(C)c1C,-4.4,-1.6,-1.1,-1.4,-1.6,5.8,-1.2,0.5,-3.0,-2.4,-27.0
O=c1c([N+](=O)[O-])cccn1Cc1ccc(F)cc1Cl,0.7,1.1,0.0,-4.0,-2.1,3.4,0.1,-1.9,-1.6,-1.4,-0.9
CCOC(=O)N1CCN(C(=O)C(=O)N/N=C/c2ccc(OC)cc2OC)CC1,-17.0,-10.1,1.5,0.3,-1.1,-10.3,-1.6,-5.1,-1.1,-0.5,9.3
Cc1cccc2cc(CN(CC(C)C)S(=O)(=O)c3ccccc3)c(=O)[nH]c12,-5.9,-3.6,1.1,-0.1,-1.3,1.1,-0.2,-1.1,-1.7,-1.2,-1.1
CCN(CC(=O)Nc1c(F)cccc1F)C(=O)C1COc2ccccc2O1 (stereo unspecified),-2.1,-7.3,-0.7,-0.9,-1.4,2.0,-0.1,1.2,-1.6,1.8,-0.3
O=C(Cn1cc(C(=O)c2cccs2)c2ccccc21)NCc1cccs1,-19.9,7.0,0.7,3.4,-1.2,-15.3,1.8,2.7,-0.5,-0.1,-13.9

# The results go on:
SMILES,PLCb3 inh,ADAM10 inh,hgDAF12 agonist,GAA850 FXN act,ssDAF-12 act,PLCg1 inh,DAX1 inh-1,ADAM17 inh,hcDAF12 agonist,DAX1 inh-2,sPLA2-III inh
CCOCCCNC(=O)C1CCCN1C(=O)NC1CCCCC1 (stereo unspecified),2.0,-1.3,0.7,-2.0,-1.1,2.0,0.8,-2.4,-0.4,-0.2,-4.5
CCCCNC(=O)C[C@H]1C[C@@]2(C(=O)OC)C(=C[C@H](COCc3ccccc3)O[C@@H]2C)N(Cc2ccccc2)C1=O,3.0,-0.7,-0.4,.,-1.6,2.6,.,-4.8,-2.4,-0.8,-2.1
COc1ccc(-c2cn3c(C)c(C(=O)NC(C)(C)C)sc3n2)cc1,-9.2,-13.6,17.9*,5.4,0.8,-3.2,1.8,-0.5,6.0*,3.3,13.0
O=C(CCC1CCCC1)Nc1cccc(Cc2ccncc2)c1,0.9,6.0,-1.5,1.6,-0.5,1.3,.,-0.7,-1.9,-0.3,-9.5
CCOC(=O)c1ccc(NC(=O)Nc2c(C)n(C)n(-c3ccccc3)c2=O)cc1,-6.0,2.2,-2.2,0.9,-1.1,7.1,1.3,4.1,1.1,-0.4,-1.0
Nc1nc(Br)c2ccccc2c1-c1ccc(F)cc1,-296.3,-148.7,-3.0,2.9,-1.4,-189.5,1.4,-58.3,-1.4,0.7,4.5
COc1cccc(C2CC(c3ccccc3)n3ncnc3N2)c1 (stereo unspecified),-6.1,-2.6,1.4,-1.4,-1.9,-8.1,2.1,0.7,1.1,-0.3,-1.3
Cc1ccc(S(=O)(=O)NCCCn2ccnc2)cc1C(=O)NC(C)C,-5.6,1.0,6.5,-1.6,-1.7,0.7,1.7,-0.9,0.3,-0.2,2.5
CC(C)(C)c1ccccc1NC(=O)CN1C(=O)NC(Cc2ccccc2)C1=O (stereo unspecified),2.4,-0.5,3.8,-1.6,-1.0,0.0,0.3,0.5,1.7,0.7,-9.0
CN(CC(=O)Nc1ccccc1C(F)(F)F)C(=O)COc1cccnc1[N+](=O)[O-],-1.3,-5.8,-1.2,1.4,-0.8,-0.7,3.0,1.1,0.9,0.8,-1.4
CC(C)(C)C(=O)CNS(=O)(=O)c1ccc(S(=O)(=O)NC2CCCC2)cc1,1.7,-3.6,1.3,-2.1,-1.1,-1.2,-0.1,-2.2,-0.8,-0.2,-6.5
Cc1ccc(NC(=O)CCC(=O)NNC(=O)COc2ccc([N+](=O)[O-])cc2)c(C)c1,-3.5,-8.0,2.7,0.0,-1.1,-0.2,0.3,-0.9,-1.8,1.5,2.8
O=C(NCCN1CCOCC1)c1cccc(S(=O)(=O)N2CCCCCC2)c1,2.1,12.8,-1.1,0.0,-1.2,-2.7,-1.1,-2.1,-0.3,0.8,-3.2
Clc1ccc(Cn2ncc3c(N4CCCC4)ncnc32)cc1,-3.5,-1.2,-2.6,0.8,-1.5,-5.7,0.6,-4.2,-2.1,-0.5,1.0
CC1CCN(CC(C)OC(=O)c2ccc3c(c2)OCCO3)CC1 (stereo unspecified),-3.0,-18.3,4.6,-0.4,-1.3,-0.4,3.1,-3.9,0.7,1.0,12.4
O=C(Cc1ccc(F)cc1)Nc1nnc(-c2ccc(F)cc2)o1,-15.2,-2.0,-1.4,1.7,-1.1,1.7,-0.4,-3.2,-1.7,-0.5,4.1
OC(C[n+]1ccccc1)c1ccccc1 (stereo unspecified),-1.1,5.0,-1.8,2.7,-1.2,2.5,2.5,0.3,-0.6,-0.3,3.8
Cc1nc(CCNC(=O)C2CCC(=O)N(Cc3ccc(Cl)cc3)C2)sc1C (stereo unspecified),-8.7,-3.4,-1.6,1.3,-0.2,1.6,0.2,-2.7,-0.3,-0.4,9.0
O=S1(=O)CCN(CCCCc2ccccc2)CC1,-5.4,-13.1,-0.6,-0.2,-0.9,2.7,0.7,-5.4,1.5,-0.1,12.3
CC(=O)Nc1ccc(S(=O)(=O)NC(C)C(=O)OCC(=O)NC2CCCC2)cc1 (stereo unspecified),-0.6,0.7,0.7,0.8,-0.7,-4.2,1.9,-0.3,-1.4,0.0,7.6
O=C1CCCN1CCC1CCCCN1Cc1nc(-c2cnccn2)no1 (stereo unspecified),6.4,4.4,-1.2,-1.3,-0.9,5.5,-1.6,-0.8,1.0,0.1,3.3
COC(=O)c1ccccc1NC(=O)C1CCN(C(=O)Cc2ccccc2)CC1,-11.0,-17.1,-1.0,0.6,-1.3,-1.6,-0.3,-3.4,-1.1,0.9,4.4
CCCN(C(=O)COC(=O)CSc1ccc([N+](=O)[O-])cc1)C1CCS(=O)(=O)C1 (stereo unspecified),-5.4,-4.0,-0.2,-1.2,-1.1,3.4,1.9,-2.4,1.0,-0.8,4.6
COc1ccccc1OCC(=O)NNC(=O)c1ccc(F)c(S(=O)(=O)N2CCOCC2)c1,1.2,-2.1,1.2,-0.8,-0.7,1.2,-0.2,-0.7,-1.4,-1.5,-3.6
